TRPV1 ag – agonists of human vanilloid receptor 1 (TRPV1); Q8NER1; TRPV1-expressing cells, Fluo-8 calcium influx, agonist mode; 320,000 compounds, 0.19% hits; activation, % at 8.33 µM; in the data active = activation above about 80%; inconclusive = between about 30% and that limit; also: 0% is about no effect
Target sequence (Q8NER1 whole entry, looked up): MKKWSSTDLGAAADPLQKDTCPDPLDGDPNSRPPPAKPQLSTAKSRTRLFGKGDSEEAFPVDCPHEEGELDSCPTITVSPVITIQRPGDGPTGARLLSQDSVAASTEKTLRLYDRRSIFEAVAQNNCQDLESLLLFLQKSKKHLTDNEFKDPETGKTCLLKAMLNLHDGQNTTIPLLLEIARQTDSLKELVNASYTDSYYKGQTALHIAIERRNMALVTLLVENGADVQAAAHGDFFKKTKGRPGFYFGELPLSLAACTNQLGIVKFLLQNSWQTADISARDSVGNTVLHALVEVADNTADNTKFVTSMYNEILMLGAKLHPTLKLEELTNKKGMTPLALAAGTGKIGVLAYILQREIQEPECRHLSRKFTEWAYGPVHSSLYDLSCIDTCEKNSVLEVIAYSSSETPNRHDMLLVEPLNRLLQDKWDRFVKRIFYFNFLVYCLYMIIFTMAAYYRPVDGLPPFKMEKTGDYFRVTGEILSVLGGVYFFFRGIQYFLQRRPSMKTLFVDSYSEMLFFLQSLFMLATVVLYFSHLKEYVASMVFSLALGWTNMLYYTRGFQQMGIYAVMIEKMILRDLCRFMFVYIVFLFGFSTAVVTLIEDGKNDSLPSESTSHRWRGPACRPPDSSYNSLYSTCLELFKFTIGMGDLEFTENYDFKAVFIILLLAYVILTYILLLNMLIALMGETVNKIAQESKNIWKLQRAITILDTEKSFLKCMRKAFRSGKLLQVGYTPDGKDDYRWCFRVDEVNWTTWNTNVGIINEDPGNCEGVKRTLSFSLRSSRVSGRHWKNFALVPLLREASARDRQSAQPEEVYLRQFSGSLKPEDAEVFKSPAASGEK
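TRPV1-expressing cells were cultured overnight at 35.5C and loaded with Fluo-8 calcium dye for 40 to 90 min at room temperature. After a 10 s baseline, compound was added and calcium influx was read kinetically for 3 min (ex 480/em 520 nm).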
USP2a block – inhibitors of human ubiquitin-specific protease USP2a. Potency, µM (series often up to 38.3 µM), for inactives: at the highest dose activity change, negative = inhibition, usual class: inhibitors. USP2 core, Ub-CHOP2 coupled fluorogenic reporter, 485/531. 330,000 compounds, 0.01% hits. AID 463254. O75604;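 also: potency is read from the fitted curve at half-maximal effect; plate controls were DMSO wells for no effect and full inhibition by NEM control for full effect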
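Deubiquitinase activity read as fluorescence (485/531 nm) after Ub-CHOP2 cleavage activates the enterokinase reporter on its substrate; USP2 core 10nM, Ub-CHOP2 and substrate 25nM each, 30min compound preincubation then 60min RT; data normalized to NEM, curves fitted.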
BRCA1 expr act – activators of BRCA1 expression; MCF7-BRCA1-FFLuc reporter, luminescence, 48 h; response scale: scaled: vehicle 0%, 10 µM genistein 100%; Potency, µM (doses to about 46.1 µM), for the others: at the highest dose activation, usual class: activators; 380,000 compounds, 1.1% hits; also: potency is read from the fitted curve at half-maximal effect; nearly all actives have a fitted effect of over 80% in size; some results filed as inactive show a strong effect at the top dose
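Cells: MCF7-BRCA1-FFLuc, 2000/well. Exposure: 48 h, 37 °C, 5% CO2. Read: luminescence, 15 min post-substrate. Controls: genistein 10 microM (maximal activation), DMSO (neutral).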
ASM inhibitor – human S-ASM enzyme inhibition | 340,000 compounds, 0.006% hits | P17405 | Potency, µM (top dose mostly 57.5 µM), inactives show at the top dose activity change, negative = inhibition, usual class: inhibitors | placental ASM, HMU-PC fluorogenic substrate, 60 min; also: potency is read from the fitted curve at half-maximal effect
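Fluorescence read-out (Ex 386 nm, Em 447 nm) after stopping the reaction at pH 10. Enzyme: ASM from human placenta; substrate HMU-PC0, 9 uM final; 60 min, 37 °C. Compound preincubation 10 min, ambient temperature.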
uPA surface inh – inhibitors of cell surface uPA generation | 330,000 compounds, 0.31% hits | Potency, µM (highest dose often 38.3 µM), inactives show top-dose activity change, negative = inhibition, usual class: inhibitors | cell surface uPA generation assay, qHTS; active = well fitted inhibition curve with a large enough effect; inconclusive = small, poorly fitted or top-dose-only effect; inactive = no such curve, though single readings can be large or run the other way; tested in mouse RAW 264.7 cells; also: potency is read from the fitted curve at half-maximal effect; % is scaled to controls: 0 for no effect and ±100 for the full control effect; nearly all actives have a fitted effect of over 55% in size
p53 reactivator – re-activators of mutant p53; H1299 p53-A138V BP100-luciferase reporter, luminescence, 24 h; Potency, µM (top dose mostly 92.2 µM), for inactives: top-dose activity change, positive = activation, hits mostly activators; 320,000 compounds, 0.063% hits; also: potency is read from the fitted curve at half-maximal effect; % of control where 0% means no effect; nearly all actives have a fitted effect of over 45% in size
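H1299 (p53-null), stable ts p53-A138V + BP100-Luc; 1000 cells/well, Opti-MEM/10% FBS; cpd 4 pt, 1:5; 24 h, 37 deg C, 5% CO2; detection reagent 10 min RT; luminescence.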
PTAP TSG101 blk – blocks PTAP/TSG101 interaction to inhibit HIV-1 budding. Q99816. Fluorescence polarization, FITC-PTAP peptide / Tsg101 binding. Potency, µM (series often up to 115 µM), without a hit: at the highest dose activity change, negative = inhibition, most hits filed as inhibitors. 340,000 tested, under 10 active. AID 493005; active = well fitted inhibition curve with a large enough effect in the main read-out, with a control signal flat, not every such curve was filed as active; inconclusive = small, poorly fitted or top-dose-only effect, or effect the other way, or a change in a side signal; inactive = no such curve, though single readings can be large or run the other way; also: potency is read from the fitted curve at half-maximal effect; % of control where 0% means no effect
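FP read-out: FITC-PTAP peptide, 50 nM final, binding Tsg101 binding domain, 10 uM final; 20 min, r.t.; 10 mM HEPES pH 7.5, 0.15 M NaCl, 0.01% Tween 20, 3 mM EDTA, 0.1 mM TCEP.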
Eya2 inh – blocks the phosphatase activity of human Eya2; 330,000 compounds, 0.006% hits; recombinant Eya2, OMFP fluorescence dephosphorylation (OMFP is methylfluorescein phosphate); Potency, µM (series often up to 76.9 µM), without a hit: top-dose activity, negative = inhibition, most hits filed as inhibitors; AID 488837; also: potency is read from the fitted curve at half-maximal effect; % is scaled to controls: 0 for no effect and ±100 for the full control effect
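Eya2 (0.2 uM) preincubated 10 min at ambient with compound, then OMFP substrate added at 50 uM; 10 min reaction in 50 mM HEPES pH 7.5, 50 mM NaCl, 5 uM MgCl2, 0.05% BSA, 1 mM DTT. Fluorescence read at Ex 485/Em 525 nm.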
B2AR arrestin – recruits beta-arrestin to the human beta2-adrenergic receptor; beta-arrestin recruitment to beta2AR, cell-based reporter; Potency, µM (top dose mostly 46.1 µM), inactives show top-dose activation, actives largely listed as activators; 330,000 compounds, 0.02% hits; P07550;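 also: potency is read from the fitted curve at half-maximal effect; 0% = DMSO controls and full agonism = EC100 isoproterenol or metaproterenol; nearly all actives have a fitted effect of over 65% in size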
ELG1 genotox – genotoxicity induction in ELG1-luciferase HEK293T cells. HEK293T ELG1-luciferase reporter, luminescence, 16 h. Potency, µM (doses to about 46 µM), for inactives: top-dose activity change, positive = activation, most hits filed as activators. 330,000 compounds, 1.3% hits. AID 504466; also: potency is read from the fitted curve at half-maximal effect; % of control where 0% means no effect; nearly all actives have a fitted effect of over 60% in size
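Quantitative HTS format in 1536-well plates. HEK293T ELG1-luciferase reporter cells receive test compound and are incubated 16 hr at 37 °C, 5% CO2; ONE-Glo added, 30 min room temperature, then luminescence read.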
a7 integrin act – activators of alpha7 integrin expression for muscular dystrophy. Potency, µM (top dose mostly 38.3 µM), for the others: top-dose activation, hits mostly activators. 350,000 compounds, 0.064% hits. AID 624291. alpha7betagal myoblasts, beta-gal FDG fluorescence, 48 h;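 also: potency is read from the fitted curve at half-maximal effect; 100% = response of the positive control SU9516; nearly all actives have a fitted effect of over 60% in size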
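Alpha7betagal+/- myoblasts (passage 13) were plated 16-24 hr, then exposed to compounds (1:260 dilution of DMSO stock) for 48 hours at 37C. After MPER lysis, β-galactosidase reporter activity was read as FDG fluorescence (ex 480/em 540) after 30 minutes.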
Numbers without * were called inactive; ? = inconclusive; / = no result given; [ ] = another dose, or the depositor's remark. Unless noted, calls follow the shape of the dose curve; as a rule, active = well fitted curve in the direction sought with a large enough effect; inconclusive = small, poorly fitted or top-dose-only effect, or another doubt; inactive = no such curve, though single readings can be large; an effect the other way counts as inactive or inconclusive.

SMILES	TRPV1 ag	USP2a block	BRCA1 expr act	ASM inhibitor	uPA surface inh	p53 reactivator	PTAP TSG101 blk	Eya2 inh	B2AR arrestin	ELG1 genotox	a7 integrin act
O=C(Nc1nc2c(F)cccc2s1)c1ccc([N+](=O)[O-])o1	?	0%	34%	-4%	-11%	?	-4%	16%	-1.5%	2%	-8%
O=C(NC(=O)c1ccccc1)Nc1cccc(S(=O)(=O)N2CCCCC2)c1	-1	-2%	1%	-2%	34%[activator]	/	-6%	10%	0.4%	3%	-32%[inhibitor]
Cc1cccc(N(CC(=O)NCc2ccc3c(c2)OCO3)C(=O)CCC(=O)Nc2ccccn2)c1C	-7	6%	-35%	1%	4%	-7%	-7%	-2%	1.1%	-10%	-5%[1.53 µM]
CCOC(=O)c1cnn(-c2nc3c(C)cccc3s2)c1C	0	0%	5%	-1%	-10%	-2%	0%	15%	0.0%	-2%	7%
O=C(CN1C(=O)NC2(CCCCC2)C1=O)NCCc1ccccc1	/	5%	25%	4%	-4%	4%	0%	7%	0.2%	2%	29%
O=C(NCc1ccccc1)c1ccc(=O)oc1	-3	0%	-1%	4%	2%	3%	-2%	22%	-0.1%	1%	-21%
CN(C)c1ccc(NC(=O)CC(NCc2ccccn2)C(=O)O)cc1 (stereo not given)	1	2%	2%	5%	3%	24%	0%	-6%	-0.2%	-3%	2%
Cc1ccc(S(=O)(=O)NC2(C(F)(F)F)NC(=O)N(c3ccccc3F)C2=O)cc1 (stereo not given)	1	2%	2%	2%	1%	-1%	-2%	0%	-0.3%	-1%	21%
CCOc1ccc(OCC(=O)OCC(=O)N(CC(C)C)c2c(N)n(Cc3ccccc3)c(=O)[nH]c2=O)cc1	-1	0%	-1%	0%	8%	1%	0%	4%	-0.2%	-7%	-13%
O=C(Cn1nnc(-c2cccc(C(F)(F)F)c2)n1)NC1CCCC1	23	1%	-16%	-1%	-3%	-5%	-3%	7%	-0.1%	0%	-9%
CCCn1c(SCC(=O)Nc2ccc(OC)cc2)nnc1-c1ccncc1	-4	0%	1%	3%	-3%	0%	-4%	15%	0.1%	5%	-29%
CC/C(=N\NC(=O)CSCc1ccc(Cl)cc1)c1ccc2c(c1)OCCO2	10	-1%	30%	-9%	2%	12%	-5%	10%	-0.9%	2%	-22%
Cc1ccc(C(=O)NCc2cccs2)cc1S(=O)(=O)N1CCCCC1	7	0%	-6%	0%	-1%	-8%	-18%	-3%	0.4%	-3%	-1%
CCN(CC(=O)NCc1ccc(Cl)cc1)C(=O)COc1ccc(Cl)cc1Br	-12	-2%	-25%	-2%	3%	-4%	0%	-14%	0.1%	0%	0%
N#CCc1nc2n(n1)Cc1ccccc1-2	3	-1%	-11%	6%	3%	2%	-3%	10%	0.1%	0%	2%
CC(Oc1ccccc1)C(=O)NC1C(=O)N2C1SC(C)(C)C2C(=O)O (stereo not given)	-4	-1%	0%	3%	0%	3%	2%	4%	3.3%	-1%	38%
Cc1csc(NC(=O)c2cccc([N+](=O)[O-])c2C(=O)O)n1	-3	-1%	-1%	-6%	7%	13%	-6%	2%	-0.5%	-3%	-24%
Cc1cc(C)c(OCCCn2ccnc2)c(C)c1	3	1%	-14%	3%	20%	/	-5%	2%	-1.1%	-7%	?
CCOc1ccc(CNCc2ccccc2Cl)cc1	18	0%	?	-2%	?	6%	-2%	-13%	0.0%	8%	?
C[C@H]1CCC[C@]2(CC(=O)c3cc(F)ccc3O2)C1	0	0%	7%	-1%	-7%	4%	/	22%	-1.5%	1%	-8%

In a second layout: entries from further up.
Values in the order – TRPV1 ag | USP2a block | BRCA1 expr act | ASM inhibitor | uPA surface inh | p53 reactivator | PTAP TSG101 blk | Eya2 inh | B2AR arrestin | ELG1 genotox | a7 integrin act
C[C@H]1CCC[C@]2(CC(=O)c3cc(F)ccc3O2)C1
    0 | 0% | 7% | -1% | -7% | 4% | / | 22% | -1.5% | 1% | -8%
Cc1ccc(C(=O)NCc2cccs2)cc1S(=O)(=O)N1CCCCC1
    7 | 0% | -6% | 0% | -1% | -8% | -18% | -3% | 0.4% | -3% | -1%
N#CCc1nc2n(n1)Cc1ccccc1-2
    3 | -1% | -11% | 6% | 3% | 2% | -3% | 10% | 0.1% | 0% | 2%
O=C(NCc1ccccc1)c1ccc(=O)oc1
    -3 | 0% | -1% | 4% | 2% | 3% | -2% | 22% | -0.1% | 1% | -21%
CC(Oc1ccccc1)C(=O)NC1C(=O)N2C1SC(C)(C)C2C(=O)O (stereo not given)
    -4 | -1% | 0% | 3% | 0% | 3% | 2% | 4% | 3.3% | -1% | 38%

Continuation:
SMILES	TRPV1 ag	USP2a block	BRCA1 expr act	ASM inhibitor	uPA surface inh	p53 reactivator	PTAP TSG101 blk	Eya2 inh	B2AR arrestin	ELG1 genotox	a7 integrin act
CCN(CC)CCNC(=O)c1ccc(NC(=O)c2ccc(S(=O)(=O)N3CCCCCC3)cc2)cc1	0	3%	-39%	-1%	-6%	-4%	0%	-3%	-0.6%	?	-50%[inhibitor]
O=C(COc1cc(F)ccc1[N+](=O)[O-])Nc1ccc(N2CCCCC2)cc1	-3	1%	-27%	2%	2%	2%	-2%	-2%	0.0%	5%	7%
CSc1ccccc1Nc1ncnc(N)n1	0	9%	8%	-3%	-7%	1%	1%	-13%	0.3%	2%	21%
Fc1ccc(F)c(NC2=NCCCCC2)c1	-1	2%	0%	6%	1%	-6%	4%	2%	-0.1%	2%	2%
Cc1coc2c(C)c3oc(=O)c(CCC(=O)NCCCn4ccnc4)c(C)c3cc12	18	-1%	-3%	15%	0%	/	42%[activator]	-17%	-0.5%	7%	5%
Cc1ccc(C(=O)OCC(=O)NCCc2ccc(S(N)(=O)=O)cc2)o1	/	3%	-8%	2%	10%	-4%	-3%	8%	-0.5%	1%	13%
CCCC(=O)N(Cc1cc(=O)[nH]c2ccccc12)c1ccccc1OC	-2	-2%	-35%	-1%	-4%	-6%	-1%	-4%	-0.1%	-1%	23%
Cc1ccccc1NC(=O)CCN1C(=O)c2ccccc2C1=O	0	5%	0%	1%	4%	/	-7%	-4%	-0.7%	4%	32%
COCC(=O)Nc1cc(C)cn(Cc2ccccc2Cl)c1=O	8	3%	-11%	2%	0%	8%	0%	-15%	-1.0%	11%	-23%
Cc1oc2c(cc(NS(=O)(=O)c3ccc(C(C)C)cc3)c3ccccc32)c1C(=O)O	-1	0%	-39%	-1%	-1%	-5%	-29%	-2%	0.6%	5%	10%
O=[N+]([O-])c1ccc(NCc2ccccn2)nc1	-4	2%	64%	-1%	-4%	?	-2%	-3%	0.1%	1%	8%
CCc1ccccc1NC(=O)CNC(=O)c1ccc(OCc2cn3ccccc3n2)cc1	/	3%	30%	5%	2%	13%	-5%	5%	0.0%	2%	-5%
CCN(CCCNC(=O)CN(C)S(=O)(=O)c1cccc2nsnc12)c1ccccc1	1	-4%	-13%	-1%	3%	-24%	-2%	-2%	-0.7%	-8%	-4%
Cc1c(N=C2NN=C(c3c[nH]c4ccccc34)CS2)c(=O)n(-c2ccccc2)n1C	1	1%	-11%	0%	-1%	-2%	-2%	5%	-0.3%	-3%	-20%
COc1ccc(CNC(=O)CN(Cc2ccc(F)cc2)C(=O)c2csnn2)cc1	3	-2%	-5%	2%	/	-4%	0%	1%	0.0%	-7%	35%
CCOC(=O)C1Cn2c(nc3c(c2=O)C(C)(C)Cc2ccccc2-3)S1 (stereo not given)	0	-1%	-2%	-1%	6%	-7%	-2%	24%[15.4 µM]	0.4%	-8%	-13%

Part of the list above in another layout:
Molecule | TRPV1 ag | USP2a block | BRCA1 expr act | ASM inhibitor | uPA surface inh | p53 reactivator | PTAP TSG101 blk | Eya2 inh | B2AR arrestin | ELG1 genotox | a7 integrin act
O=C(NCc1ccccc1)c1ccc(=O)oc1 | -3 | 0% | -1% | 4% | 2% | 3% | -2% | 22% | -0.1% | 1% | -21%
Cc1oc2c(cc(NS(=O)(=O)c3ccc(C(C)C)cc3)c3ccccc32)c1C(=O)O | -1 | 0% | -39% | -1% | -1% | -5% | -29% | -2% | 0.6% | 5% | 10%

Screening results from PubChem.

This is a random part of the collection; 2.6% or so of the library scored in one or more.
